Compound activity as filed in PubChem.
PGE2 EP2 inh = EP2 receptor (human) inhibition; P43116; AID 1422; 260,000 compounds, 0.52% hits; C6 glioma cells expressing human EP2, cAMP TR-FRET; cells stimulated with saturating PGE2; inhibition, % at 25 µM;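 active = percent inhibition above 40 after rounding to a whole number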;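 note: rat C6 glioma host cells with rolipram phosphodiesterase inhibitor present; the protocol text gives 20 µM as final concentration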
Target sequence (P43116 whole entry, looked up): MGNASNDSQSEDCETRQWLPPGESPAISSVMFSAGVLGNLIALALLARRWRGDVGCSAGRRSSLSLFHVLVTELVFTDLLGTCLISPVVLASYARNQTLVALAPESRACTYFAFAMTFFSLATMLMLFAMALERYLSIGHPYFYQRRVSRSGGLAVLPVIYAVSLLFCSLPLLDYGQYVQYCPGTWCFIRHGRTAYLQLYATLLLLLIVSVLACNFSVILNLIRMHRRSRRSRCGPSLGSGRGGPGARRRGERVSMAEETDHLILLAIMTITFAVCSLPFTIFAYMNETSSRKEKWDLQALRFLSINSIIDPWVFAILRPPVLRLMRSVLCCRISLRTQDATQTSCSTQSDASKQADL
EP2 mod = modulates human prostaglandin E2 receptor EP2 signaling. EP2-expressing cells, cAMP HTRF FRET, PGE2 co-stimulation. 260,000 compounds, 0.83% hits. induction, % at 25 µM;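 active = compounds whose cAMP rise, as percent of the full-agonist control response, exceeds 60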;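 note: rat C6 glioma line stably carrying human EP2 under a CMV promoter; the protocol text gives 20 µM as final concentration; 100% = response of wells given 1 µM PGE2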
The depositor's hits bear a star. A portion of the library; the hit share may differ from the screen's.

SMILES | PGE2 EP2 inh | EP2 mod
Cn1c2ccccc2n2c(=O)c(=O)n(Cc3ccc(C#N)cc3)nc12 | 7 | -13
COc1ccc(N2CCN(CC(O)c3ccc4c(c3)CCCN4C(C)=O)CC2)cc1 (centres undefined) | 8 | -29
Cc1noc(C)c1C(=O)N1CCC2(CC1)NC(=O)c1cc(Br)ccc1N2 | 6 | 6
CC(C)(Oc1ccc(Cl)cc1)C(=O)Nc1nncs1 | 11 | -99
CCc1nnc(NC(=O)CSc2nncn2N)s1 | 11 | 4
COc1ccc(C(=O)N2N=C(C)CC2(O)C2CCCCC2)cc1 (centres undefined) | 5 | 53
O=C(O)CCC(=O)OC[C@@H](NC(=O)C(Cl)Cl)[C@H](O)c1ccc([N+](=O)[O-])cc1 | 12 | 19
CC1CCN(c2ccc(N)c3nonc23)CC1 | 11 | -27
O=C1Nc2ccc(I)cc2/C1=C/c1cc(Br)c(O)c(Br)c1 | 14 | -3
COc1ccc2c(c1)cc(C)c1nnc(SCC(=O)c3cccs3)n12 | 14 | 4
CC1CC(C)CN(C(=O)CN2C(=O)N3CCN=C3c3ccccc32)C1 (centres undefined) | 17 | -100
CCOC(=O)C1=C(c2ccccc2)Nc2ncnn2C1c1ccc(OC)cc1OC (centres undefined) | 9 | -14
Cc1ccccc1-n1c(=S)[nH]c2sc3c(c2c1=O)CC(C)(C)OC3 | 19 | 52
COc1cc(OC)c(C(=O)Nc2nccs2)cc1OC | 11 | 12
COc1ccc2cc(CN(C3CCCCC3)C(c3nnnn3C(C)(C)C)C(C)C)c(=O)[nH]c2c1 (centres undefined) | 14 | -26
CCC1=NN(C(=O)c2cccc(Br)c2)C(O)(c2cccnc2)C1 (centres undefined) | 6 | -32
O=C(COc1ccc(Cl)cc1)Nc1cccc2ncccc12 | 8 | -54
O=C(Cn1ccnc1-c1ccccc1)Nc1nnc(Cc2cccc(F)c2)s1 | 9 | -28
CC(=O)c1cc(C(=O)NCCc2nc(-c3ccncc3)n[nH]2)cs1 | 3 | -17
Cc1nc2sc3c(c2c(=O)n1N)CCC(C)C3 (centres undefined) | 7 | -123
CC(=O)Nc1ccc(S(=O)(=O)N2CC=C[C@@H]2C(=O)NC2CCCCC2)cc1 | 9 | -23
CCn1c(C(C)NC(=O)c2ccc(Cl)c(Cl)c2)n[nH]c1=S (centres undefined) | 7 | -18
COc1ccc(-n2c(SCC(=O)N3CCCCC3)nnc2-c2ccc(Cl)cc2)cc1 | 11 | -2
COc1cc(OC)cc(C(=O)Nc2ccc(N3CCN(C(=O)C(C)C)CC3)cc2)c1 | 7 | -28
O=C(CN1C(=O)c2ccccc2S1(=O)=O)Nc1ccc(Cl)c(Cl)c1 | 9 | -108
SMILES | PGE2 EP2 inh | EP2 mod
CN(C)CCNCC(=O)N1CCCCC1 | 9 | 18
COc1ccc(CN2CCc3nc(N4CCCC4)[nH]c(=O)c3C2)c(O)c1 | 9 | 1
O=C(Nc1ccc2c(c1)CCC2)c1snc2c(=O)[nH]cnc12 | 12 | -12
COc1cc(NC(=O)c2cc3cccc(OC)c3oc2=O)ccc1-n1cnnn1 | 12 | -2
O=C(Nc1cccc2ncccc12)c1ccc(Cl)cc1 | 8 | -2
CC(=O)N1CCc2nc3sc(C(=O)NCc4ccccc4)c(N)c3c(C(F)(F)F)c2C1 | 13 | -2
CCOC(=O)c1cc2c(=O)n3cc(C)ccc3nc2n(CCCOC)c1=N | 5 | -2
Cc1cc(Br)c(S(=O)(=O)NCCCN2CCOCC2)cc1C | 11 | 9
CCNC(=O)c1cc2c(=O)n3ccccc3nc2n(CCc2ccccc2)c1=N | 9 | -42
C=CCNC(=O)[C@@H]1C=CCN1S(=O)(=O)c1cccc2ccccc12 | 9 | -19
CC(C)NC(=O)c1ccc2c(c1)N(Cc1c(F)cccc1Cl)C(=O)C(C)(C)O2 | 6 | 8
COC(=O)c1c(NC(=O)Cc2cccs2)sc(C(=O)Nc2ccc(C)cc2C)c1C | 8 | 1
CCN(CC)C(=O)CSc1nc(O)c(C(C)C)c(=O)[nH]1 | 6 | -10
CC(C)(C)NC(=O)C1CCN(C(=O)c2ccc(Cl)cc2Cl)CC1 | 8 | 7
CCc1ccc2[nH]c(=O)c(CN(Cc3ccccc3)C(c3nnnn3Cc3ccco3)C(C)C)cc2c1 (centres undefined) | 13 | 5
COCCCNC(=O)C1CCN(S(=O)(=O)c2ccc(OC)c(Cl)c2)CC1 | 6 | 21
Cc1cc(C)c2c(N)c(C(=O)Nc3ccccc3C(F)(F)F)sc2n1 | 14 | 16
CCc1cc2cc(C)c(C)cc2nc1SCC(=O)Nc1ccc2c(c1)OCO2 | 14 | 6
C=CCNC(=O)[C@H]1C=CCN1S(=O)(=O)c1cccc2ccccc12 | 2 | 2
COc1ccc(NC(=S)N2CCCC(c3nc4cc(C)c(C)cc4[nH]3)C2)cc1 (centres undefined) | 13 | -52
Cc1cc(C)c2c(c1)cc(C)c1nnc(SCC(=O)Nc3nc4c(s3)CCCC4)n12 | 17 | 16
COc1ccc(N(C(=O)Cc2cccs2)C(C(=O)NC2CCCC2)c2ccccc2F)cc1 (centres undefined) | 7 | 43
Cc1ccc(C)c(N(CC(=O)NC2CCCCC2)C(=O)c2snc(C(N)=O)c2N)c1 | 17 | -83
COc1ccc(-c2c3c(nc4c2c(=O)n(C)c(=O)n4C)-c2ccccc2C3O)cc1 (centres undefined) | 18 | -22
O=C(CN1CCC(O)(c2ccccc2)CC1)Nc1ccc(N2CCCC2)cc1 | 8 | -46
SMILES | PGE2 EP2 inh | EP2 mod
O=C(NC1CCCCC1)C(c1cccs1)N(Cc1ccc(F)cc1)C(=O)c1cccs1 (centres undefined) | 10 | 48
Cc1ccc(-c2c(C)sc3ncn(CC(=O)N4CCCC4)c(=O)c23)cc1C | 10 | 11
CCS(=O)(=O)N1CCC(n2cnc3cccnc32)CC1 | 4 | -20
COc1ccc(CN(Cc2ccccc2)Cc2ccncc2)cc1Cn1cccn1 | 3 | 45
C=CCn1c(SCC(=O)Nc2ccc(C)c(C)c2)nnc1-c1ccncc1 | 13 | -25
O=C(C(c1ccccc1)C1CCCC1)N1CCC(n2nnc3cccnc32)CC1 (centres undefined) | 8 | 10
CCN(CC)C(=O)CN1CCC2(CC1)CC(O)c1cc(C)c(C)cc1O2 (centres undefined) | 9 | -3
CCOc1ccc(NC(=O)c2sc(NC(=O)c3ccccc3C)c(C(=O)OC)c2C)cc1 | 12 | -5
CCOC(=O)C1=C(C)NC(SCC(N)=O)=C(C#N)C1c1ccc(C(=O)OC)cc1 (centres undefined) | 13 | 29
CC[C@@H](Cn1nnc2ccccc2c1=O)NC(=O)c1cccs1 | 8 | 12
Cc1cc2c(=O)n(CC(=O)NCCCc3ccc(F)cc3)cnc2s1 | 4 | -49
COc1ccc2[nH]c(=O)c(C(c3nnnn3C3CCCCC3)N3CCCC3)cc2c1 (centres undefined) | 8 | -3
C=CCOC(=O)C1=C(C)NC(=O)NC1c1cccc(F)c1 (centres undefined) | 9 | 4
O=C(O)CCC(=O)Nc1ccc(CN2CCCCC2)cc1 | 3 | 17
CCCSc1nc2ccccc2c(=O)n1CC | 12 | 5
Cc1ccc(NC(=O)CSc2nc(-c3cccs3)cc(C(F)(F)F)n2)cc1 | 8 | -63
COC(=O)CSc1nnc(-c2cccnc2)n1-c1ccc(C)cc1 | 13 | 1
CC1CCN(C(=O)C2CCN(S(=O)(=O)c3ccc(Cl)cc3)CC2)CC1 | 16 | -56
COc1cc(OC)c(C(C)=O)c(O)c1C | 5 | 21
CC(=O)Nc1ccc(N(C(=O)c2ccco2)C(C(=O)NC2CCCC2)c2ccco2)cc1 (centres undefined) | 11 | 0
CCn1c(=O)[nH]c2c(C(N)=O)nc(-c3cccs3)nc21 | 6 | -15
O=C1NC(=S)S/C1=C/c1cc(Br)c2c(c1)OCO2 | 16 | 18
Cc1cccc(NC(=O)c2ccc(N)cc2)n1 | 11 | -26
COc1ccc2cc(C(=O)N3CCC(c4ccncc4)CC3)[nH]c2c1 | 6 | -97
CC(C)(C)OC(=O)N1CC=C2C(C1)C(c1ccc(Cl)s1)C(C#N)=C(N)C2(C#N)C#N (centres undefined) | 20 | -99
SMILES | PGE2 EP2 inh | EP2 mod
COc1ccc(N(CC(=O)NC(C)(C)C)C(=O)C2CSC(=O)C2)cc1 (centres undefined) | 19 | 2
Cn1ccnc1C(NC(=O)Cc1ccc(O)cc1)c1ccc(F)c(F)c1 (centres undefined) | 6 | -6
O=C(NCCc1ccc(F)cc1)C(=O)NCc1ccc2c(c1)OCO2 | 3 | -49
Cc1cccc(C2(O)CCN(C(=O)c3[nH]nc(-c4ccccc4)c3C)CC2)c1 | 4 | -109
COc1cc(C(=O)Nc2nc3ccc(F)cc3s2)cc(OC)c1OC | 6 | -39
C=CCN1C(=O)C(=O)/C(=C(\O)c2ccccc2)C1c1ccc(OC)cc1OC (centres undefined) | 8 | 2
O=C1CN(S(=O)(=O)c2ccc3ccccc3c2)c2ccccc2N1 | 15 | -106
COc1ccccc1-c1ccc(Cn2c(C)nc3ccc(NC(=O)C4CC4)cc3c2=O)cc1 | 9 | -19
CC(C)[C@@H]1OC(=O)C=CC=CC=CC=CC=CC[C@@H](O)[C@H](C)[C@@H](O)C[C@H](O)C[C@H](O)C[C@H](O)C[C@H](O)C[C@H](O)C[C@H](O)C=C[C@@H]1C | 49* | -6
Cc1c(CN(Cc2ccc3c(c2)OCO3)CC(C)O)cnn1Cc1ccccc1 (centres undefined) | 0 | 2
CCC(=O)Nc1cc(NC(=O)CSc2nnc3c4c5c(sc4nc(C)n23)CCCC5)ccc1C | 6 | -18
CCOc1cc(CN2CCc3c(nc(N4CCC(C)CC4)[nH]c3=O)C2)ccc1O | 10 | -17
CCCC(=O)N(CC(=O)Nc1sc(C)c(C)c1C(N)=O)Cc1ccc(F)cc1 | 6 | -36
Cc1cc(C)c2[nH]c(=O)c(CN(Cc3ccc4c(c3)OCO4)C(=O)c3ccc(Cl)cc3)cc2c1 | 5 | 31
O=C(NC1CC2(CCCCC2)Oc2ccccc21)c1ccco1 (centres undefined) | 3 | 1
Cc1ccc(NC(=O)CN2CCOCC2)cc1C | 12 | -18
O=C(Nc1ccc(F)cc1)C1CCCN(S(=O)(=O)c2ccc(-n3cnnn3)cc2)C1 (centres undefined) | 13 | -45
Cc1nn(C)cc1C(=O)O | 12 | 16
Cc1ccc2[nH]c(=O)c(CN(Cc3ccco3)Cc3nnnn3CCc3ccccc3)cc2c1 | 14 | 48
CC1=NC(=O)C(N=O)N1c1ccccc1 (centres undefined) | 51* | -89
CN(C)CC(C)(C)CNC(=O)C1CCN(S(=O)(=O)c2ccc3ccccc3c2)CC1 | 12 | -15
CC(=O)Nc1ccc(NC(=O)CSc2nc(C3CC3)nc3sc4c(c23)CCC(C)C4)cc1 (centres undefined) | 7 | -4
COc1cc2cc(CN(C3CCCCC3)S(=O)(=O)c3ccc(C(C)=O)cc3)c(=O)[nH]c2cc1OC | 5 | -8
COc1cc(CN2CCc3sccc3C2C)ccc1OCC(N)=O (centres undefined) | 6 | -21
Cc1ccc(N2CC(C(=O)Nc3ccc(N4CCOCC4)cc3)CC2=O)cc1C (centres undefined) | 5 | 0

14 neighbouring compounds out of the list so far:
SMILES | PGE2 EP2 inh | EP2 mod
CCOc1cc(CN2CCc3c(nc(N4CCC(C)CC4)[nH]c3=O)C2)ccc1O | 10 | -17
CCCC(=O)N(CC(=O)Nc1sc(C)c(C)c1C(N)=O)Cc1ccc(F)cc1 | 6 | -36
Cc1cc(C)c2[nH]c(=O)c(CN(Cc3ccc4c(c3)OCO4)C(=O)c3ccc(Cl)cc3)cc2c1 | 5 | 31
O=C(NC1CC2(CCCCC2)Oc2ccccc21)c1ccco1 (centres undefined) | 3 | 1
Cc1ccc(NC(=O)CN2CCOCC2)cc1C | 12 | -18
O=C(Nc1ccc(F)cc1)C1CCCN(S(=O)(=O)c2ccc(-n3cnnn3)cc2)C1 (centres undefined) | 13 | -45
Cc1nn(C)cc1C(=O)O | 12 | 16
Cc1ccc2[nH]c(=O)c(CN(Cc3ccco3)Cc3nnnn3CCc3ccccc3)cc2c1 | 14 | 48
CC1=NC(=O)C(N=O)N1c1ccccc1 (centres undefined) | 51* | -89
CN(C)CC(C)(C)CNC(=O)C1CCN(S(=O)(=O)c2ccc3ccccc3c2)CC1 | 12 | -15
CC(=O)Nc1ccc(NC(=O)CSc2nc(C3CC3)nc3sc4c(c23)CCC(C)C4)cc1 (centres undefined) | 7 | -4
COc1cc2cc(CN(C3CCCCC3)S(=O)(=O)c3ccc(C(C)=O)cc3)c(=O)[nH]c2cc1OC | 5 | -8
COc1cc(CN2CCc3sccc3C2C)ccc1OCC(N)=O (centres undefined) | 6 | -21
Cc1ccc(N2CC(C(=O)Nc3ccc(N4CCOCC4)cc3)CC2=O)cc1C (centres undefined) | 5 | 0

Later entries.
SMILES | PGE2 EP2 inh | EP2 mod
Cc1c(C(=O)NC(c2ccccc2)c2cccnc2)sc2ncn(C)c(=O)c12 (centres undefined) | 4 | -15
COc1ccc(C(=O)N(Cc2cccnc2)Cc2cc3cc(C)ccc3n3nnnc23)cc1 | 14 | -19
COCCn1cc(CN2CCC(O)(c3ccccc3F)CC2)c2ccccc21 | 11 | -69
CC(C)C(NC(=O)C(Cc1ccc(O)cc1)NC(=O)C(NC(=O)C(F)(F)F)C(C)C)C(=O)O (centres undefined) | 10 | 0
CCc1cc2cc(C)ccc2nc1SCC(=O)Nc1cc(C)ccc1OC | 10 | 5
Cc1cc(C(=O)N2CCC3(CC2)Nc2ccccc2-n2cccc23)c(C)[nH]1 | 7 | -70
COC(=O)c1ccc(CCC2CCN(C(=O)c3cnn(C)c3C)CC2)cc1 | 4 | -33
Cc1sc(NC(=O)CN2CCOCC2)c(C(=O)c2ccccc2Cl)c1C | 14 | 53
C[N+]12CCCCC1C(OC(=O)C1(c3ccccc3)CCCC1)CCC2 (centres undefined) | 9 | 20
COc1ccc(NC(=O)CSc2nc(-c3cccs3)cc(C(F)(F)F)n2)c(OC)c1 | 16 | -90
CCC(C(=O)N1CCC(n2nnc3ccccc3c2=O)CC1)c1ccccc1 (centres undefined) | 5 | -1
